# pAkt inh: HTS Assay for Inhibitors of Akt Phophorylation: Primary Screen. activity change, % for hits at 50 µM. AID 651550, 2012. Neuro2A IGF-stimulated pAkt S473 HTRF, 20 min; active compounds read low. 0.32% of 360,000 active; in the data active = activity change below about -80%; inconclusive = mostly about -51% to -80%; note: % is set by controls: 0 for no effect and ±100 for the full control effect
#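 Neuro2A cells (4,500/well, DMEM with 0.5% FBS) were treated with compound at a single 50 µM final concentration, stimulated with 6 nM IGF for 20 min at 37 °C, and lysed. Phospho-Akt Ser473 was read by HTRF as 665/615 ratio ×10^4.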
# DRD3 agonist: qHTS of D3 Dopamine Receptor Agonist: qHTS; max activation, %; 0.58% of 410,000 active; AID 652048, 2013; D3R DiscoveRx beta-arrestin cells, luminescence, 90 min; in the data active = max activation above about 30%; note: 0% is about no effect; mostly tested at two doses, the higher about 12 µM
#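 Cells at 1500/well, incubated overnight, then treated with pinned compounds (dopamine as control) for 90 min at 37 degrees C. DiscoveRx reagent added for 30 - 60 minutes at room temperature; luminescence read.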
# CCT chaperon mod: High-Throughput Screening for Modulators of Cytosolic Chaperonin Activity; purified chaperonin ATPase assay, HTRF ADP detection, 30 min; activity change, % (test concentration not listed), hits read low; 0.3% of 360,000 active; in the data active = activity change below about -30%; note: % is set by controls: 0 for no effect and ±100 for the full control effect
#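 Enzyme 40 or 20 nM (batch-dependent) in Tris pH 7.4/KCl/MgCl2/DTT; cpd 76 uM single point; ATP 10 uM; 30 min 37 °C; Transcreener ADP HTRF detection, 30 min RT; ratio 665/615.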
# EPAC2 ag: qHTS for Agonist of cAMP-regulated guanine nucleotide exchange factor 4 (EPAC2): primary screen; Rap guanine nucleotide exchange factor 4 (Homo sapiens), Q8WZA2; EPAC2 activation, biochemical qHTS; response scale: 100% = 6.5 mM cAMP response; Potency, µM (titrated, usually from 154 µM), without a hit: at the highest dose activation, hits mostly activators; 0.079% of 360,000 active; note: potency is the fitted concentration of half-maximal effect; nearly all actives have a fitted effect of over 50% in size
# Target sequence (Q8WZA2 whole entry, looked up): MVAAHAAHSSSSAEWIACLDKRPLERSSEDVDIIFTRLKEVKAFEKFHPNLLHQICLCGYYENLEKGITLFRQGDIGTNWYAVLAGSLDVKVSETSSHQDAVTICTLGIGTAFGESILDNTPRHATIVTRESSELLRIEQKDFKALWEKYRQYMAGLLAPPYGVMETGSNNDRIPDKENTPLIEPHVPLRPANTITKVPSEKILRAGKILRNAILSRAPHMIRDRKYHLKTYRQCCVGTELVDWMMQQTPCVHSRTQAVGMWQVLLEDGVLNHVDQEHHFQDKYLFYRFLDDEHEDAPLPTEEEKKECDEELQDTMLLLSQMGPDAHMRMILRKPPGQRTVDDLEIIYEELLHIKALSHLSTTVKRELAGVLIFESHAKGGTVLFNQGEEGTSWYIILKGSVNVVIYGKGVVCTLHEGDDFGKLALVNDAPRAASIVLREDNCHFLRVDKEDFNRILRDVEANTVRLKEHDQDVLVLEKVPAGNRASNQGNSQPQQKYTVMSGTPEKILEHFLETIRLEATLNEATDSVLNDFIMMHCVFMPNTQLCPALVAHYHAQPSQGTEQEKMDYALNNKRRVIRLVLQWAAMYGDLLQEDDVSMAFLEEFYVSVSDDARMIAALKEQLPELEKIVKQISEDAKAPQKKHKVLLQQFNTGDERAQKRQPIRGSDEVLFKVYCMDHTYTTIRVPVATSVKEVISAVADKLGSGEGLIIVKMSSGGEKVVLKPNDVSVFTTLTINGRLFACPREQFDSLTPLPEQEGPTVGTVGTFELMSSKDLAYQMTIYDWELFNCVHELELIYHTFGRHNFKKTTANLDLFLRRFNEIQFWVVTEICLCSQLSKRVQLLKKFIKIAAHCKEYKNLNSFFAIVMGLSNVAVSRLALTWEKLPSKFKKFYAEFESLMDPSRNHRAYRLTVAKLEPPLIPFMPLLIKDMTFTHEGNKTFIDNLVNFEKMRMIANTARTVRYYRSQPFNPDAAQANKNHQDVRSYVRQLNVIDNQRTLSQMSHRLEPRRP
#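 EPAC2 (100 nM) mixed with Rap1B loaded with BODIPY-GDP (250 nM) plus 50 uM unlabeled GDP; compounds pinned in, 5 min RT, then read every 5 min for 30 min (ex 480, em 540 nm). Normalized to cAMP control.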
# PTHR1 ag: qHTS for PTHR1 Agonists: Primary Screen; Parathyroid hormone/parathyroid hormone-related peptide receptor (Homo sapiens), Q03431; HEK293 GP2 PTHR1 cells, GloSensor cAMP luminescence, 1 h; Potency, µM (titrated, usually from 115 µM), inactives show at the top dose activation, actives largely listed as activators; 0.075% of 410,000 active; AID 743266, 2014; note: potency is the fitted concentration of half-maximal effect; nearly all actives have a fitted effect of over 55% in size; some results filed as inactive show a strong effect at the top dose; inactives centre near -15; many of its hits are not listed in these tables
#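 HEK-293-derived GP2 cells expressing PTHR1 and a GloSensor cAMP reporter, 3,000/well, plated overnight, given luciferin plus IBMX (each 0.5 mM as added) for 1 h at 37 °C, then compound for 1 h at 37 °C. Luminescence was read after 15 min at room temperature.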
# Mm-Cpn inhibitor: Inhibitors of TCP-1 ring complex (TRiC) of Methanococcus maripaludis (MmCpn): qHTS. purified Mm-Cpn ATPase, ADP Transcreener TR-FRET. AID 504842, 2011. 0.031% of 330,000 active. Potency, µM (highest dose often 76.9 µM), without a hit: top-dose activity, negative = inhibition, hits mostly inhibitors; note: potency is the fitted concentration of half-maximal effect; % is set by controls: 0 for no effect and ±100 for the full control effect; nearly all actives have a fitted effect of over 80% in size
#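 TR-FRET (320 nm excitation; 590 and 665 nm emission) reports ADP made from 10 uM ATP by 25 nM enzyme; compounds were preincubated 10 min, reaction run 30 min, both at 37°C.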
# DRD3 antagonist: qHTS of D3 Dopamine Receptor Antagonist: qHTS; max response, negative = inhibition, %; 2.5% of 360,000 active; D3R cells, DiscoveRx beta-arrestin luminescence, antagonist mode; active compounds read low; AID 652054, 2013; in the data active = max response below about -50%; inconclusive = no clear call, values can overlap the other calls; note: % is set by controls: 0 for no effect and ±100 for the full control effect; mostly tested at two doses, the higher about 12 µM
#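 Cells plated overnight at 1500 cells/well, then exposed to library compounds with dopamine controls for 90 minutes at 37 degrees C. DiscoveRx reagent added for 30–60 minutes at room temperature; luminescence read, quantitative HTS format.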
# EPAC2 antagonist: qHTS for Antagonist of cAMP-regulated guanine nucleotide exchange factor 2 (EPAC2): primary screen. Rap guanine nucleotide exchange factor 4 (Homo sapiens), Q8WZA2. Potency, µM (highest dose often 114 µM), for the others: at the top dose activity, negative = inhibition, actives largely listed as inhibitors. 0.18% of 360,000 active. EPAC2 GEF exchange of Rap1B-BODIPY-GDP, fluorescence. AID 720708, 2013; note: potency is the fitted concentration of half-maximal effect; % is set by controls: 0 for no effect and ±100 for the full control effect; nearly all actives have a fitted effect of over 45% in size; many of its hits are not listed in these tables
# Active calls of the source: *; i = inactive; ? = inconclusive; . = no result given; & = joins results of further samples; [ ] = another dose, or the depositor's remark. Unless noted, calls come from the whole dose curve; as a rule, active = well fitted curve in the direction sought with a large enough effect; inconclusive = small, poorly fitted or top-dose-only effect, or another doubt; inactive = no such curve, though single readings can be large; an effect the other way counts as inactive or inconclusive. These rows are one share of the data (hit frequency here may not be typical).
# Start of the listing, in advance, 2 compounds:
# Values in the order – pAkt inh	DRD3 agonist	CCT chaperon mod	EPAC2 ag	PTHR1 ag	Mm-Cpn inhibitor	DRD3 antagonist	EPAC2 antagonist
CN(C(=O)COC(=O)CN1C(=O)c2cccc([N+](=O)[O-])c2C1=O)c1ccccc1
 : i	2	1.2	4%	6%	1%	-7	0%
Cn1c(SCC(=O)Nc2ccc(N3CCOCC3)c(Cl)c2)nnc1-c1ccccc1
 : i	-14	-1.9	11%	i	.	9	-2%

# Results, from the start:
# Values in the order – pAkt inh	DRD3 agonist	CCT chaperon mod	EPAC2 ag	PTHR1 ag	Mm-Cpn inhibitor	DRD3 antagonist	EPAC2 antagonist
CN(C(=O)COC(=O)CN1C(=O)c2cccc([N+](=O)[O-])c2C1=O)c1ccccc1
 : i	2	1.2	4%	6%	1%	-7	0%
Cn1c(SCC(=O)Nc2ccc(N3CCOCC3)c(Cl)c2)nnc1-c1ccccc1
 : i	-14	-1.9	11%	i	.	9	-2%
CCOc1nc(N(C)C)nc(-n2nnc(C(C)=O)c2C)n1
 : i	1	0.4	8%	i	3%	?	-8%
FC(F)(F)c1cc(-c2ccccc2)nc(N2CCCCCC2)n1
 : i	1	-5.5	5%	-16%	0%	21	1%
O=c1cc(O)c(-c2cccc(C(F)(F)F)c2)c(Cl)[nH]1
 : i	-2	0.2	0%	i	-7%	-21	-1%
Cc1noc(NS(=O)(=O)c2ccc(NC(=O)/C=C/c3ccc(C(C)C)cc3)cc2)c1C
 : i	-9	-1.6	-11%	-39%[inhibitor]	0%	17	-16%
N#CCCN/N=C(\Cc1nc2ccccc2[nH]1)c1ccccc1
 : i	-9	0.3	9%	-90%[inhibitor]	0%	?	1%
CCOC(=O)C1CCCN(C(=S)Nc2ccc(Nc3ccccc3)cc2)C1 (stereo not drawn)
 : i	-5	-0.7	10%	-10%	0%	-9	-9%
Cc1ccc(C)c(NC(=O)COC(=O)c2cccc(S(=O)(=O)N3CCCCC3)c2)c1
 : i	5	1.2	-13%	-30%[inhibitor]	2%	15	8%
Oc1c(Cl)cccc1C=Nc1cc(C(F)(F)F)ccc1N1CCCC1
 : .	-8	-0.1	0%[15.6 µM]	-14%[57.5 µM]	-2%	-25	-20%
COc1ccc(C2=Nn3c(nnc3-c3cc(C)[nH]n3)SC2)cc1
 : i	-9	-2.6	7%	-6%	2%	7	1%
Cc1ccc(NC(=O)c2oc3ccc(S(=O)(=O)N4CCOCC4)cc3c2C)c(C)c1
 : i	7&-2	-0.9	-2%	-33%&4%[inhibitor]	-11%	56	-25%
O=c1c(Cl)c(NCC2CCCO2)cnn1C12CC3CC(CC(C3)C1)C2 (stereo not drawn)
 : i	0	-6.8	11%	i	5%	-14	0%
CC(=O)N(c1ccccc1C)S(=O)(=O)c1ccc(Cl)cc1
 : i	-1	2.9	4%	-7%	-1%	-15	-3%
O=C(O)CCCCCCCCCCC1CCC(O)C1O (stereo not drawn)
 : i	0	1.2	2%	-1%	.	-8	15%
CN1C(=O)c2ccc(C(=O)NC3CCCCC3)cc2C1=O
 : i	3	2.7	9%	-10%[57.5 µM]	1%	-20	14%
COc1ccc(CCNC(=O)COc2nncc3ccccc23)cc1
 : i	5	2.4	-3%	i	0%	12	4%
CCOC(=O)C1CCCN(C(=O)CCCn2nnnc2CN2CCOCC2)C1 (stereo not drawn)
 : i	1	-0.3	0%	i	0%	17	4%
Cc1c(C(=O)OCC[N+]2(C)CCCCC2)oc2ccccc12
 : i	-10	-2.1	10%	-3%	0%	-26	-15%
CCOC(=O)C1CCN(C(=O)COC(=O)c2ccc3[nH]c4c(c3c2)CCCC4)CC1
 : i	-4	0.7	6%	-12%	2%	?	-14%

# Additional entries.
compound,pAkt inh,DRD3 agonist,CCT chaperon mod,EPAC2 ag,PTHR1 ag,Mm-Cpn inhibitor,DRD3 antagonist,EPAC2 antagonist
CC(=O)/C(=N\Nc1ccccc1)Sc1cccc2cccnc12,i,5,-2.2,15%,i,4%,18,-10%
CCCCNC(=O)C1C(c2ccc(C(F)(F)F)cc2)=Nc2ccccc2N1C(=O)c1cccc2ccccc12 (stereo not drawn),i,-4,.,-17%,-12%,.,3,4%
O=C1CC(c2ccccc2)CC(O)=C1C=NCc1ccc(Cl)c(Cl)c1 (stereo not drawn),.,-8,-0.2,-31%[inhibitor][15.6 µM],i,-2%,3,-15%
O=[N+]([O-])c1ccc(NC(=S)N2CCOCC2)cc1,i,1,-4.4,0%,0%,-1%,-3,2%
COc1cc2c(CCNC(C)=O)c[nH]c2cc1Cl,i,18,-2.2,-4%,i,-2%,12,9%
CCOc1cc(/C=C2\SC(N3CCCCC3)=NC2=O)ccc1O,i,0,-2.0,1%,i,-2%,-1,1%
COc1ccccc1NCCC#N,i,-3,-1.9,5%,?,-2%,-4,-12%
COC(=O)[C@H](C)NC(=O)Nc1ccccc1F,.,5,-1.8,3%,-7%[57.5 µM],-5%,30,9%
Cc1noc(C)c1S(=O)(=O)N(CC(=O)Nc1ccc2c(c1)OCO2)c1ccc(C(C)C)cc1,i,7,-6.3,6%,-17%,2%,0,-23%
Nc1c(Cl)c(Cl)nc(C(=O)OCC(=O)NC2CCCCC2)c1Cl,i,13,0.1,-5%,-11%,-7%,3,-15%

# Only PTHR1 ag, for 3 of the compounds above:
SMILES	PTHR1 ag
COc1cc2c(CCNC(C)=O)c[nH]c2cc1Cl	i
COc1ccccc1NCCC#N	?
CCOc1cc(/C=C2\SC(N3CCCCC3)=NC2=O)ccc1O	i

# Next section
compound,pAkt inh,DRD3 agonist,CCT chaperon mod,EPAC2 ag,PTHR1 ag,Mm-Cpn inhibitor,DRD3 antagonist,EPAC2 antagonist
O=C1c2ccccc2C(O)(Cc2ccccc2)N1CCCN1CCOCC1 (stereo not drawn),i,-10,-2.4,11%,-4%[57.5 µM],1%,-13,-1%
COc1ccc(S(=O)(=O)NCCc2cn3cccc(C)c3n2)cc1OC,i,-4,-0.8,13%,i,-1%,-12,1%
O=C(CN1C(=O)C2C3C=CC(C3)C2C1=O)Nc1nc(-c2ccccn2)cs1 (stereo not drawn),i,5,1.5,2%,-7%[57.5 µM],-3%,1,-5%
Cc1cc(NC(=O)CCC(=O)N(c2cccnc2)C(C(=O)NC2CCCC2)c2ccccc2F)no1 (stereo not drawn),i,1,-2.5,-3%,i,1%,5,1%
CCOC(=O)C1=CN(Cc2ccco2)S(=O)(=O)NC1c1ccc(F)c(Cl)c1 (stereo not drawn),i,13,1.3,8%,-3%,-5%,20,-13%
N#CC(=C1C=CC(=NO)C(Cl)=C1)c1ccccc1,i,-13,-2.1,0%,-2%,.,-82*,10%
CCCCCCn1c(=O)n2n(c1=O)[C@@H]1CN(S(=O)(=O)c3ccc(C)cc3)C[C@]1(O)[C@@H](OC(=O)NCc1ccc(OC)c(OC)c1)C2,i,-5,-2.0,19%,-16%,.,0,-7%
CCc1ncc(/C=C2\C(=O)Nc3ccccc32)[nH]1,i,2,-12,0%,i,-5%,14,3%
CN(c1ccccc1)S(=O)(=O)c1cccc(C(=O)Nc2ccc3c(c2)CCC3)c1,i,-1,0.0,9%,-39%[inhibitor],-2%,3,1%
CCc1cccc2c(=O)c(C(=O)N3CCCCCC3)c[nH]c12,i,-3,-1.0,-4%,i,-1%,16,9%
Cn1c(=O)c2c(nc(N3CCNCC3)n2Cc2cccc3ccccc23)n(C)c1=O,i,-9,-2.5,-1%,-16%,0%,-69*,7%
CCN(CC(=O)Nc1c(F)cccc1F)C(=O)C1CC(=O)N(c2ccc3c(c2)OCCO3)C1 (stereo not drawn),i,-6,-0.9,0%,i,-2%,23,6%
COC(=O)c1c(F)c(F)c(NCCO)c(F)c1F,i,0,-0.8,7%,-9%[57.5 µM],4%,16,1%
C=CCNC(=O)N1CCC(c2nc3ccccc3s2)CC1,i,3,-0.9,1%,i,0%,3,6%
c1coc(C2=NC(c3ccco3)C(c3ccco3)N2)c1 (stereo not drawn),i,-9,1.9,4%,i,.,?,1%
COc1ccc2[nH]c(C)c(C(=O)CN3CCc4cc(OC)c(OC)cc4C3)c2c1,i,-14,-7.4,19%,i,0%,0,-13%
CN(C)c1nc(N(C)C)nc(N2CC(CCl)OC2=N)n1 (stereo not drawn),i,0,-0.9,8%,-16%,2%,2,-11%
O=C(NC(Cc1ccccc1)C(=O)N1CCCCCC1)c1ccccc1 (stereo not drawn),i,0,-1.3,-2%,-7%,2%,-5,-1%
Cc1ccc(Nc2nnc(C)c3ccccc23)c(C)c1,i,0,0.8,6%,-19%,.,10,1%
CC1(C)CC(=O)C2=C(C1)OC(N)=C(C#N)C21CCN(C(=O)OCc2ccccc2)CC1,i,10,0.1,19%,i,1%,10,-11%
COc1cc(/C=C2/C(=O)NN(c3cccc(F)c3)C2=O)ccc1OC(=O)c1ccco1,i,-4,1.7,-18%,-26%,1%,-16,-4%
Cc1nc2ccccc2c(=O)n1/N=C/c1c(O)ccc2oc3c(c12)CCCC3,i,5,0.2,6%,i,1%,69,1%
